High-throughput results (PubChem)
A549 tox: A549 cytotoxicity, counter-screen for Nrf2 inhibitors; A549 ARE-Fluc cells, CellTiter-Fluor viability, 18-24 h; Potency, µM (doses to about 46 µM), without a hit: at the highest dose activity change, negative = cytotoxicity, hits mostly inhibitors; 390,000 tested, 0.16% active; note: potency is the fitted concentration of half-maximal effect; % is set by controls: 0 for no effect and ±100 for the full control effect
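Cytotoxicity counterscreen: CellTiter-Fluor fluorescence was measured in A549 ARE_Fluc cells after 18-24 h of compound exposure in a concentration series. The subsequent BugLite luminescent read reports ARE-luciferase activity.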
EPAC2 ag: activates human EPAC2 exchange factor; EPAC2 activation, biochemical qHTS; response scale: 100% = 6.5 mM cAMP response; Q8WZA2; 360,000 tested, 0.079% active; Potency, µM (top dose mostly 154 µM), without a hit: top-dose activation, actives largely listed as activators; note: potency is the fitted concentration of half-maximal effect; nearly all actives have a fitted effect of over 50% in size
Target sequence (Q8WZA2 whole entry, looked up): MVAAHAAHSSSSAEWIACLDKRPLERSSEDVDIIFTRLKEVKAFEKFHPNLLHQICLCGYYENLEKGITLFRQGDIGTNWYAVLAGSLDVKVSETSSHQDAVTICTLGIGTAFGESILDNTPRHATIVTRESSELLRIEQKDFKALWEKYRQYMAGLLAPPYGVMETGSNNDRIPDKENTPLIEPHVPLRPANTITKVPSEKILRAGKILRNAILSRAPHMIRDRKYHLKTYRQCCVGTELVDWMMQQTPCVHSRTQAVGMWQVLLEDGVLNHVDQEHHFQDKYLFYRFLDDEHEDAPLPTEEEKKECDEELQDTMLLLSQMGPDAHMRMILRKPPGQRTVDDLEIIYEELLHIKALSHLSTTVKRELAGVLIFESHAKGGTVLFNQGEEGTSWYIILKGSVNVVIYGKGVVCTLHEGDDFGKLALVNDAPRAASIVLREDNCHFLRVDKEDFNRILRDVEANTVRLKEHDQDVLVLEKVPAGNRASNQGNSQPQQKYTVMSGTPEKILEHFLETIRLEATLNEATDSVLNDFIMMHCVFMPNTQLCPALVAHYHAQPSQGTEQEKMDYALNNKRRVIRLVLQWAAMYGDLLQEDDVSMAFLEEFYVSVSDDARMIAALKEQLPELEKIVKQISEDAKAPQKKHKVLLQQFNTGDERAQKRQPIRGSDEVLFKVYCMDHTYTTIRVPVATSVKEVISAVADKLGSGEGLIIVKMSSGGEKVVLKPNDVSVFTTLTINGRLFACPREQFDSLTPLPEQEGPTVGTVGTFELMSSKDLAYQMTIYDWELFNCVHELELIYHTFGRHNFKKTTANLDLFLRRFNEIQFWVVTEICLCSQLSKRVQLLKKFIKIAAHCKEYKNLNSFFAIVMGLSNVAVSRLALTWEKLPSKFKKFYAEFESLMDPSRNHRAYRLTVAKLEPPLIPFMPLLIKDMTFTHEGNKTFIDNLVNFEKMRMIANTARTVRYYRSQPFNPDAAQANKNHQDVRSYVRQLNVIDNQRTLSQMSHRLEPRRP
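Setup: EPAC2 100 nM, labeled Rap1B complex 250 nM, free GDP 50 uM. Compound titrations pinned in, brief spin, 5 min room temperature incubation. Kinetic fluorescence read over 30 min, normalized to 6.5 mM cAMP.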
EPAC2 antag: EPAC2 (human) antagonism | AID 720708 | 360,000 tested, 0.18% active | EPAC2 GEF exchange of Rap1B-BODIPY-GDP, fluorescence | Potency, µM (titrated, usually from 114 µM), inactives show at the top dose activity, negative = inhibition, actives largely listed as inhibitors; note: potency is the fitted concentration of half-maximal effect; % is set by controls: 0 for no effect and ±100 for the full control effect; nearly all actives have a fitted effect of over 45% in size; many of its hits are not listed in these tables
TGFb SMAD3 inh: blocks TGF-b signaling; HepG2 CAGA-GFP TGF-b/SMAD3 reporter, GFP fluorescence, 18 h; TGF-beta stimulated, 500 pg/mL final; Potency, µM (doses to about 46.1 µM), for the others: at the highest dose activity, negative = inhibition, usual class: inhibitors; 410,000 tested, 1.2% active; AID 588855; note: potency is the fitted concentration of half-maximal effect; % is set by controls: 0 for no effect and ±100 for the full control effect; nearly all actives have a fitted effect of over 65% in size
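Cell-based qHTS in HEPG2 carrying a CAGA-GFP Smad reporter; compounds added before 500 pg/mL final TGF-beta, 18 h incubation at 37 degrees C, GFP fluorescence quantified per cell by imaging cytometry.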
Mm-Cpn inhibitor: M. maripaludis TRiC chaperonin inhibition; 330,000 tested, 0.031% active; Potency, µM (series often up to 76.9 µM), for the others: at the top dose activity, negative = inhibition, actives largely listed as inhibitors; purified Mm-Cpn ATPase, ADP Transcreener TR-FRET; note: potency is the fitted concentration of half-maximal effect; % is set by controls: 0 for no effect and ±100 for the full control effect; nearly all actives have a fitted effect of over 80% in size
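Measured: ADP formation by purified Mm-CPN. Conditions: 25 nM protein, 10 uM ATP, Tris pH 7.4 with Mg2+, K+ and DTT, 37°C for 30 min. Detection: Transcreener HTRF after 30 min at room temperature.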
Nrf2 activator: activators of Nrf2 (ARE) signaling; 410,000 tested, 0.31% active; AREc32 ARE-luciferase reporter (MCF7-derived line), luminescence, 24 h; Potency, µM (top dose mostly 46.1 µM), for the others: top-dose activation, most hits filed as activators; note: potency is the fitted concentration of half-maximal effect; % of control where 0% means no effect; nearly all actives have a fitted effect of over 65% in size
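Steps: seed AREc32_Fluc cells (1000/well, 5% FBS OPTI-MEM); incubate overnight at 37 deg C; add 23 nL compound; incubate 24 hr; add Steady-Glo; hold 30 min RT; read luminescence.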
Nrf2 block: inhibitors of Nrf2 signaling; A549 ARE-Fluc reporter, luciferase luminescence, 18-24 h; Potency, µM (series often up to 46 µM), for inactives: top-dose activity change, negative = inhibition, hits mostly inhibitors; 360,000 tested, 2.1% active; note: potency is the fitted concentration of half-maximal effect; % is set by controls: 0 for no effect and ±100 for the full control effect; nearly all actives have a fitted effect of over 60% in size
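Quantitative HTS in A549 cells stably bearing an antioxidant response element-firefly luciferase construct. Inhibition of Nrf2-driven transcription was scored by luminescence after 18-24 h of compound exposure at 37 °C.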
Akt phos inh: blocks phosphorylation of Akt; Neuro2A IGF-stimulated pAkt S473 HTRF, 20 min; stronger effect = lower value; 360,000 tested, 0.32% active; activity change, % for hits at 50 µM; AID 651550; in the data active = activity change below about -80%; inconclusive = mostly about -51% to -80%; note: % is set by controls: 0 for no effect and ±100 for the full control effect
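Neuro2A cells (4,500/well, DMEM with 0.5% FBS) were treated with compound at a single 50 µM final concentration, stimulated with 6 nM IGF for 20 min at 37 °C, and lysed. Phospho-Akt Ser473 was read by HTRF as 665/615 ratio ×10^4.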
CCT modulator: cytosolic chaperonin activity modulation; 360,000 tested, 0.3% active; AID 651819; activity change, % (concentration not given with the values), hits read low; purified chaperonin ATPase assay, HTRF ADP detection, 30 min; in the data active = activity change below about -30%; note: % is set by controls: 0 for no effect and ±100 for the full control effect
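First, chaperonin was dispensed at 40 nM or 20 nM final depending on batch activity. Next, compounds were pinned at 76 uM and ATP added at 10 uM. After 30 min at 37 °C, ADP detection reagents ran 30 min at ambient temperature.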
The depositor's hits bear a star; i = inactive; ? = inconclusive; / = no result given; [ ] = remark or other dose. Unless noted, calls come from the whole dose curve; as a rule, active = well fitted curve in the direction sought with a large enough effect; inconclusive = small, poorly fitted or top-dose-only effect, or another doubt; inactive = no such curve, though single readings can be large; an effect the other way counts as inactive or inconclusive. The list is partial; the hit share may differ from the screen's.

cpd | SMILES | Nrf2 block | CCT modulator | TGFb SMAD3 inh | Nrf2 activator | EPAC2 ag | EPAC2 antag | Akt phos inh | A549 tox | Mm-Cpn inhibitor
1 | CCc1ccc(NC(=S)N2CCN(c3cccc(C(F)(F)F)c3)CC2)cc1 | ? | -0.7 | -6% | 0.4% | 3% | 6% | i | -19% | 1%
2 | O=C(c1cc(-c2cccc(O)c2)on1)N1CCCCC1 | -5% | -0.3 | ? | -3.2% | -2% | 1% | i | 9% | 3%
3 | COc1cc(-c2cc(NC=O)c3ncc(-c4ccc(C(C)=O)cc4)n3c2)ccc1O | / | 1.4 | ? | 4.4% | 7% | -11% | i | / | /
4 | Cc1nc2c(C)cccn2c1/C(O)=C1\C(=O)C(=O)N(CCN2CCOCC2)C1c1cccs1 (stereo not given) | -3% | -0.4 | 18% | 2.5% | -10% | 5% | i | -6% | 0%
5 | N#C/C(=C\c1ccc(-c2ccccc2)o1)C(=O)Nn1cnnc1 | 15% | 0.6 | -9% | -0.5% | 3% | 20% | i | ? | -1%
6 | COc1ccc(NC(=O)C(NC(C)=O)C(=O)NCc2ccc(F)cc2)cc1 (stereo not given) | -8% | -1.1 | ? | -0.4% | 11% | 9% | i | -9% | 1%
7 | O=C(CCNC(=O)Cn1ccc2ccccc2c1=O)NCCC1=CCCCC1 | -5% | 0.8 | 5% | -0.6% | 11% | 1% | i | 6% | 3%
8 | CN1OC[C@@H]2CN(C(=O)NC3CCCCC3)[C@H](c3ccc(N4CCCCC4)cc3)C[C@@H]21 | / | 2.5 | 3% | 0.2% | 3% | 1% | i | / | /
9 | CC(C)N=C(NC#N)SCc1ccccc1F | / | 0.6 | -5% | 2.9% | 2% | 6% | i | -3% | 0%
10 | CC1CNC(=S)N(c2ccc(F)cc2)C1=O (stereo not given) | 1% | -1.3 | -26% | 0.3% | 1% | -5% | i | -1% | /
11 | Cc1ccc(C(=O)CSc2nnc(C(C)C)n2C)cc1C | 6% | -1.2 | -6% | 4.1% | 7% | 9% | i | 4% | 3%
12 | CC(C)=CCCC(C)CN1CCC(N2CCC(C(=O)N3CCOCC3)CC2)CC1 (stereo not given) | 2% | -2.3 | -7% | 0.2% | 10% | -1% | i | 0% | -1%
13 | CCCCC1(Cc2ccc([N+](=O)[O-])cc2)C(=O)N(c2ccccc2)N(c2ccccc2)C1=O | ? | 0.8 | -7% | -0.3% | -1% | -7% | i | -26% | 0%
14 | O=C(Nc1cccnc1)c1ccc(C(=O)Nc2cccnc2)cc1 | ? | -1.5 | 4% | -0.7% | 3% | -26% | i | 33% | 0%
15 | CCOC(=O)Cc1ccc(NC(=O)NCc2c(-n3cccc3)sc3c2CCCC3)cc1 | 0% | / | -3% | 0.0% | / | / | / | 1% | /

Structures listed so far that have four or more nitrogen atoms (four):
cpd | SMILES | Nrf2 block | CCT modulator | TGFb SMAD3 inh | Nrf2 activator | EPAC2 ag | EPAC2 antag | Akt phos inh | A549 tox | Mm-Cpn inhibitor
4 | Cc1nc2c(C)cccn2c1/C(O)=C1\C(=O)C(=O)N(CCN2CCOCC2)C1c1cccs1 (stereo not given) | -3% | -0.4 | 18% | 2.5% | -10% | 5% | i | -6% | 0%
5 | N#C/C(=C\c1ccc(-c2ccccc2)o1)C(=O)Nn1cnnc1 | 15% | 0.6 | -9% | -0.5% | 3% | 20% | i | ? | -1%
8 | CN1OC[C@@H]2CN(C(=O)NC3CCCCC3)[C@H](c3ccc(N4CCCCC4)cc3)C[C@@H]21 | / | 2.5 | 3% | 0.2% | 3% | 1% | i | / | /
14 | O=C(Nc1cccnc1)c1ccc(C(=O)Nc2cccnc2)cc1 | ? | -1.5 | 4% | -0.7% | 3% | -26% | i | 33% | 0%

More compounds.
cpd | SMILES | Nrf2 block | CCT modulator | TGFb SMAD3 inh | Nrf2 activator | EPAC2 ag | EPAC2 antag | Akt phos inh | A549 tox | Mm-Cpn inhibitor
16 | COc1cc(/C=N/Nc2nc(C)cc(C)n2)ccc1O | / | 0.9 | -7% | -0.4% | 10% | 4% | i | / | /
17 | C=CCNC(=O)COC(=O)c1ccc(Sc2nncn2C)c([N+](=O)[O-])c1 | -14% | 0.0 | -17% | -0.4% | 6% | -2% | i | 1% | -2%
18 | CN(C)C(=O)CSc1n[nH]c(-c2ccco2)n1 | 3% | 1.3 | 6% | 0.3% | 6% | 5% | i | -6% | -1%
19 | CCN(C(=O)COC(=O)c1c(C)noc1C)C1CCS(=O)(=O)C1 (stereo not given) | 20% | -14 | 2% | 2.5% | 4% | 1% | i | -1% | -2%
20 | COc1ncc(-c2ccc(N3C(c4ccsc4)=Cc4ccc(F)cc4C3CC(=O)c3ccco3)cc2)cn1 (stereo not given) | / | -1.1 | / | -1.3% | 18% | -7% | i | / | /
21 | COc1ccc(CC(N)c2csc(NC(=O)Nc3ccccc3C(C)(C)C)n2)cc1 (stereo not given) | / | -3.3 | ? | -0.3% | 15% | -19% | i | / | /
22 | O=C1O/C(=C\C(=O)N2CCOCC2)c2ccccc21 | 16% | -1.4 | -2% | -0.5% | 13% | -2% | i | -16% | 0%
23 | C#CCCC/C(=C\C(=O)N(C)[C@H](C(=O)N(C)[C@H](C(=O)N(C)[C@H](C(=O)N(C)[C@H](C(N)=O)C(C)C)C(C)C)C(C)C)C(C)C)OC | 11% | -1.2 | ? | 1.1% | -7% | -3% | i | -4% | -3%
24 | NC(=O)c1ccsc1NC(=O)CS(=O)(=O)c1ccccc1 | 7% | 0.1 | 0% | 0.4% | 3% | 12% | i | 0% | 0%
25 | CCOC(=O)C(CC(=O)c1ccccc1)CC(=O)c1ccccc1 | ? | -0.3 | -1% | 0.3% | 11% | -15% | i | 1% | -9%
26 | Nc1nnc(SCc2ccc(F)cc2Cl)s1 | 20% | -3.1 | ? | -0.4% | -16% | 13% | i | -12%[1.84 µM] | -3%
27 | Cc1nc(C(=O)NC2CCOCC2)sc1C1(C)CC(c2ccccc2)=NO1 (stereo not given) | 21% | -0.3 | 6% | 0.5% | 1% | -20% | i | -1% | 2%
28 | O=C(C1=C[C@@H](c2ccc3c(c2)OCO3)C[C@@H](OCCCCO)O1)N1CCOCC1 | 21% | -4.7 | 1% | 2.4% | 4% | -8% | i | -3% | /
29 | N#Cc1ncn(C2OC(CO)C(O)C2O)c1N (stereo not given) | / | 0.6 | -2% | 2.6% | -11% | -14% | i | / | /
30 | CC1=Nc2ccccc2N=C(NC(=O)CN2CCN(c3ccc(F)cc3)CC2)C1c1ccccc1 (stereo not given) | 2% | 1.0 | -2% | 0.5% | 9% | 4% | i | 2% | 1%
31 | CCO[C@@H]1OC(C(=O)Nc2ccccc2)=C[C@H](C2CC2)[C@H]1CCCO | -3% | -0.1 | -2% | -0.1% | 6% | 17% | i | -2% | /
32 | COc1ccc(CC(=O)O/N=C(\N)c2ccncc2)cc1OC | / | 1.6 | -2% | 4.4% | -2% | -5% | i | / | /
33 | O=C(O)C(Cc1ccccc1)N1C(=O)/C(=C/c2cccs2)SC1=S (stereo not given) | -2% | -3.3 | 9% | 5.4% | -12% | ? | i | -29% | -2%
34 | CCc1ccc(C(=O)Cn2ccsc2=N)cc1 | ? | 1.8 | -19% | ? | 8% | -8% | i | 0% | -1%
35 | CCC(C)NC(=O)c1cc2c(=O)n(CC)c3ccccc3c2s1 (stereo not given) | ? | -5.2 | 10% | 5.6% | 3% | 1% | i | -7% | -3%
36 | CCCC(c1nnnn1CCOC)N1CCN(C(=O)c2ccco2)CC1 (stereo not given) | 13% | -1.0 | -4% | -0.1% | 4% | -3% | i | 1% | 0%
37 | CC(=O)C1=C(C)Nc2ncnn2C1c1cccc(O)c1 (stereo not given) | 0% | -2.0 | -10% | -0.2% | 10% | -1% | i | -2% | 0%
38 | CC(=O)c1cccc(-c2ccnc3c2CC(C(=O)N2CCN(C)CC2)O3)c1 (stereo not given) | / | -0.4 | ? | -0.9%[9.22 µM] | 3% | -9% | i | / | /
39 | Cc1cc(C)nc(N/N=C/c2cccc(Cl)c2)n1 | 11% | -2.5 | -6% | 2.7% | 9% | -1% | i | 2% | 2%
40 | O=S(=O)(N1CCCCC1)N1CCNCC1 | -2% | -0.4 | -5% | -0.2% | 9% | 2% | i | 19% | 0%
41 | O=C(Nc1cccc(F)c1)C1CCN(C(=O)Cc2ccccc2)CC1 | 12% | 0.3 | -7% | -0.4% | 1% | 14% | i | -4% | 3%
42 | COc1ccc(N2CC(C(=O)Nc3nnc(SCC(=O)c4ccccc4)s3)CC2=O)cc1 (stereo not given) | 3% | 0.5 | -26% | 3.5% | 8% | 1% | i | 4% | -18%
43 | COc1ccc(-c2nnc(SCC(=O)c3ccc(C)o3)o2)cc1 | -20% | -0.5 | -5% | 3.6% | 12% | 2% | i | -8% | -1%
44 | CCOc1ccccc1C1C2=C(COC2=O)Nc2cc3c(cc21)OCO3 (stereo not given) | 2% | 1.1 | 7.1µM* | -0.1% | 9% | -1% | i | ? | -6%
45 | Cc1ccc(NC(=O)Cc2ccsc2)cc1S(=O)(=O)N1CCOCC1 | -9% | 0.0 | -3% | 3.0% | -3% | -9% | i | -12% | 2%
46 | CCOc1cc(OCC)cc(C(=O)NCCCN2CCOCC2)c1 | 6% | 1.8 | 27% | 0.8% | 14% | 8% | i | 2% | 0%
47 | Cc1ccc(SC2CCN(C(=O)C3CCC(=O)N(C4CC4)C3)CC2)cc1 (stereo not given) | ? | -2.6 | ? | -0.2% | 6% | 3% | i | -7% | -3%

Random excerpt: two records from the list
cpd | SMILES | Nrf2 block | CCT modulator | TGFb SMAD3 inh | Nrf2 activator | EPAC2 ag | EPAC2 antag | Akt phos inh | A549 tox | Mm-Cpn inhibitor
40 | O=S(=O)(N1CCCCC1)N1CCNCC1 | -2% | -0.4 | -5% | -0.2% | 9% | 2% | i | 19% | 0%
47 | Cc1ccc(SC2CCN(C(=O)C3CCC(=O)N(C4CC4)C3)CC2)cc1 (stereo not given) | ? | -2.6 | ? | -0.2% | 6% | 3% | i | -7% | -3%
